Screening results: PubChem, Sanford-Burnham Center for Chemical Genomics
H9c2 TAG inh: inhibitors of triacylglycerol accumulation, primary screen, cell-based, uHTS, fluorescence, H9c2 | H9c2 cells, Nile Red lipid (TAG) fluorescence; cells loaded with 200 µM oleic acid | inhibition, % at 12.5 µM | 230,000 tested, 0.66% active | AID 651582, 2012;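 active = pattern-corrected inhibition of lipid staining of at least 50% with the nuclear-stain viability signal not falling by more than 50%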;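 also: 0% = DMSO wells and 100% = triacsin C control wells; some results filed as inactive read as strong as hits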
H9c2 TAG inh DAPI viability: recorded beside H9c2 TAG inh, whose call it bears; DAPI nuclei signal change (viability), lower = more cytotoxic, %;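 whole-well DAPI fluorescence read on a plate reader as a viability signal; minus 50 percent equals half of cells still viable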
* marks the source's active call; other numbers are inactive results. A portion of the library; the hit share may differ from the screen's.

Sample of the layout, 6 compounds:
SMILES	H9c2 TAG inh	H9c2 TAG inh DAPI viability
COc1ccc(CCC(=O)Nc2nnc(C(F)(F)F)s2)cc1	-2	0
COc1ccc(C(=O)N(C)C2CCCc3ccccc32)cc1OC1CCN(C(C)C)CC1 (stereo not given)	-9	1
COc1cccc(C2=CC(c3cccs3)n3nnnc3N2)c1 (stereo not given)	16	-6
COc1ccc(CNC(=O)Cn2ccc(N)nc2=O)cc1	-14	4
Cc1cc(C(=O)OCC(=O)NCCc2ccccc2)c2ccccc2n1	0	-1
Cc1cc(OCC(=O)Nc2c(C(C)C)cccc2C(C)C)no1	4	-1

The whole of this part, from the first entry:
SMILES	H9c2 TAG inh	H9c2 TAG inh DAPI viability
COc1ccc(CCC(=O)Nc2nnc(C(F)(F)F)s2)cc1	-2	0
COc1ccc(C(=O)N(C)C2CCCc3ccccc32)cc1OC1CCN(C(C)C)CC1 (stereo not given)	-9	1
COc1cccc(C2=CC(c3cccs3)n3nnnc3N2)c1 (stereo not given)	16	-6
COc1ccc(CNC(=O)Cn2ccc(N)nc2=O)cc1	-14	4
Cc1cc(C(=O)OCC(=O)NCCc2ccccc2)c2ccccc2n1	0	-1
Cc1cc(OCC(=O)Nc2c(C(C)C)cccc2C(C)C)no1	4	-1
COc1ccccc1OCc1nc(C#N)c(N2CC(C)CC(C)C2)o1 (stereo not given)	7	0
CC(C)C1(C)C(=O)N=C2c3ccccc3C(=O)N21 (stereo not given)	-9	9
Clc1ccc(-c2cn(-c3ccccc3)c3[n+]2CCS3)cc1	-17	9
CCOc1ccc(NC(=O)CC2Nc3ccccc3NC2=O)cc1 (stereo not given)	-15	-4
CC(=O)Nc1c(Br)cc2c(c1Br)Cc1cc(Br)ccc1-2	9	9
CC(C)(C)NC(=O)NC(=O)CN1CCCCCCC1	-11	-6
CCNC(=O)C1(C)CCCN(C(=O)c2cc(C)nn2C(C)(C)C)C1 (stereo not given)	-10	4
O=C(Cc1ccccc1)Nc1ccccc1C(=O)N1CCN(c2ccccc2)CC1	-11	2
Cc1ccc(-n2c(-c3cc(C)n(C)n3)n[nH]c2=S)cc1	10	0
CN(C)c1ccc(C(=O)Nc2ccc(S(=O)(=O)Nc3nccs3)cc2)cc1	4	0
CC(C)(C)c1ccc(OCC(=O)Nc2ccncc2)c(Br)c1	-9	-8
CN(C1CCCCC1)S(=O)(=O)c1cccc(C(=O)Nc2ccccn2)c1	-14	3
CC1(C)CCCC2=C1CC1C(=O)N(Cc3cccnc3)C(=O)C1C2 (stereo not given)	-6	5
Cc1cccc(C(=O)N(C)c2nnc(-c3ccncc3)s2)c1	12	3
COc1ccc(N/C=C2\C(=O)c3c(sc(C)c3C)N(C)S2(=O)=O)cc1	-19	3
Nc1ccc(S(=O)(=O)C(F)(F)F)cc1N	-9	-4
CCN(CC)c1ccc(NC(=O)CCS(=O)(=O)c2cccc3nsnc23)c(C)c1	-8	-1
CC(=O)c1sc(N/N=C/c2cccc(O)c2)nc1C	-2	6
CCN1C(=O)[C@@H]2[C@@H](c3ccc(-c4ccc5c(c4)OCO5)c(OC)c3)N3CCCC[C@@]3(C(=O)OC)[C@@H]2C1=O	10	3
Cc1ccc(/C=C2\SC(=S)N(CCC(=O)Nc3cccnc3)C2=O)cc1	-9	-6
CCOc1ccccc1C(=O)Nc1ccc(S(=O)(=O)Nc2nccc(C)n2)cc1	6	-5
C=CCNC(=O)c1ccccc1SCc1c(C)noc1C	3	-3
COc1ccc2oc(C(=O)OCC(=O)N(CCC#N)c3ccccc3)c(C)c2c1	-23	10
CCNC(=S)N(CCc1ccc(S(N)(=O)=O)cc1)C1CC(=O)N(c2ccccc2)C1=O (stereo not given)	-2	-4
COc1cccc(C(=O)NCC(=O)OCC(=O)C(C)(C)C)c1	-6	6
Cc1ccc(SC(C)C(=O)Nc2c(C)n(C)n(-c3ccccc3)c2=O)cc1 (stereo not given)	-26	13
COc1ccc(Br)cc1S(=O)(=O)NCc1ccccn1	18	-12
C=CCn1c(C)nc2c(cnn2-c2ccccc2)c1=O	0	-4
Cc1ccc(NC(=O)CC2COc3ccccc3O2)cc1 (stereo not given)	-9	9
Cc1ccc(OCC(=O)Nc2ccc([N+](=O)[O-])cn2)cc1C	-1	-8
COc1ccc(C(=O)OCC(=O)c2ccc(F)cc2)cc1OC	-12	0
COc1ccc(C(=O)N2CCCC(CCC(=O)N3CCN(c4ccccn4)CC3)C2)cc1 (stereo not given)	-3	0
CCc1nc(C)cn1S(=O)(=O)c1cc(C)c(OC)cc1C	-9	2
CCC(=O)Nc1ccc(C(=O)N/N=C/c2c(C)[nH]c3ccccc23)cc1	20	1

Ordered by count of non-hydrogen atoms (lowest first): 6 of the compounds above
SMILES	H9c2 TAG inh	H9c2 TAG inh DAPI viability
CCc1nc(C)cn1S(=O)(=O)c1cc(C)c(OC)cc1C	-9	2
COc1cccc(C2=CC(c3cccs3)n3nnnc3N2)c1 (stereo not given)	16	-6
CCOc1ccc(NC(=O)CC2Nc3ccccc3NC2=O)cc1 (stereo not given)	-15	-4
COc1ccc(N/C=C2\C(=O)c3c(sc(C)c3C)N(C)S2(=O)=O)cc1	-19	3
Cc1ccc(SC(C)C(=O)Nc2c(C)n(C)n(-c3ccccc3)c2=O)cc1 (stereo not given)	-26	13
CCN1C(=O)[C@@H]2[C@@H](c3ccc(-c4ccc5c(c4)OCO5)c(OC)c3)N3CCCC[C@@]3(C(=O)OC)[C@@H]2C1=O	10	3

New compounds follow:
SMILES	H9c2 TAG inh	H9c2 TAG inh DAPI viability
C/C(=N\NC(=O)C1COc2ccccc2O1)c1ccc(N2CCOCC2)cc1 (stereo not given)	-6	-2
O=C(CS(=O)(=O)c1ccc(Cl)c(Cl)c1)Nc1ccccc1Cl	-12	1
C(=N\n1cnnc1)/c1cccc2ccccc12	15	-11
Cc1cccc(C)c1N1CCN(S(=O)(=O)N2CCCCC2)CC1	8	-2
c1ccc(Cc2noc(CN3CCN(C4CCc5ccccc5C4)CC3)n2)cc1 (stereo not given)	11	-6
CCOC(=O)c1ccc(NC(=S)NCc2cccnc2)cc1	-8	-1
COc1cc(NC(=O)CN2CCN(S(=O)(=O)/C=C/c3ccccc3)CC2)cc(OC)c1OC	-5	-4
CCN(CC)S(=O)(=O)c1ccc(Cl)c(C(=O)NCc2ccccc2Cl)c1	-17	-12
COc1ccc(C(=O)N/N=C(\C)CC(=O)Nc2ccc(Cl)cn2)cc1	-1	6
OCc1cn(-c2ccccc2)nc1-c1ccc2c(c1)OCCO2	-11	-2
Cc1ccc(-n2cnc3sc(C)c(C)c3c2=O)cc1	-26	20
C#CC(CC)(CC)NC(=O)NC1CCCCC1	-7	9
c1ccc(CNc2nc3ccccc3n3cnnc23)nc1	2	3
COc1ccc(NC(=O)c2cn(CCC#N)nc2-c2cc3ccccc3o2)cc1	10	0
Cc1ccc(-c2csc(N(CCO)CCCn3c(C(F)(F)F)nc4ccccc43)n2)cc1	4	2
O=C(NNC(=O)c1cccc2ccccc12)c1ccc(Br)cc1	-10	-2
Cc1ccc(S[C@@H](CCN2CC[C@H](C(C)(C)C)CCC2=O)c2ccccc2)cc1	-48	-1
CCN1CCN(CC(O)COc2ccc3c(C)cc(=O)oc3c2)CC1 (stereo not given)	9	-5
CCOc1ccccc1C(=O)N1CCN(c2ccc(C(F)(F)F)cn2)CC1	-6	-7
Nc1ccc(NC(=O)c2ccccc2)c2c1C(=O)c1ccccc1C2=O	24	-9

Rewritten with bars between the fields: entries from further up.
compound | H9c2 TAG inh | H9c2 TAG inh DAPI viability
O=C(NNC(=O)c1cccc2ccccc12)c1ccc(Br)cc1 | -10 | -2
Cc1cccc(C)c1N1CCN(S(=O)(=O)N2CCCCC2)CC1 | 8 | -2
Nc1ccc(NC(=O)c2ccccc2)c2c1C(=O)c1ccccc1C2=O | 24 | -9

(further entries)
SMILES	H9c2 TAG inh	H9c2 TAG inh DAPI viability
CCn1c(CNC(=O)C23CC4CC(CC(C4)C2)C3)nnc1SC	2	-7
COCCN(C(=O)c1ccc(COc2ccccc2)o1)c1c(N)n(CC(C)C)c(=O)[nH]c1=O	1	6
Cc1ccccc1C(=NC(=O)c1ccccc1)c1ccccc1	-7	3
CC(=O)Nc1ccc2c3c(cccc13)C(=O)N(c1ccccc1)C2=O	-2	98
CSc1nnc2c(n1)OC(c1cccn1C)N(C(C)=O)c1ccccc1-2 (stereo not given)	4	-1
Cc1ccc2ccccc2c1C(O)c1ncc(-c2ccc(F)cc2)[nH]1 (stereo not given)	-5	-11
Cc1csc2nc(CNC(=O)C3CCCCC3)cn12	13	-8
O=NN1CCN(c2ccncc2S(=O)(=O)N2CCCCC2)CC1	5	7
COc1ccc(-c2nc(CS(=O)CC(=O)NCCC3=CCCCC3)c(C)o2)cc1 (stereo not given)	6	0
CCOc1ccc(S(=O)(=O)N(CCO)CCO)cc1-c1nc2c(C(C)(C)C)nn(C)c2c(=O)[nH]1	5	4
COC(=O)CNC(=O)COC(=O)c1cc(SC)ccc1Cl	6	-9
Cn1c(=O)c2c(ncn2Cc2ccc(Cl)cc2)n(C)c1=O	1	0
O=C1NCCCC1C(=O)N/N=C/c1cccc(O)c1 (stereo not given)	14	-8
Cc1nc2ccccc2nc(C)c1=NOCC(=O)N(c1ccccc1)C(C)C	-1	-3
Cc1cccc(N2CCN(C(=O)c3ccc(NS(=O)(=O)c4ccc5[nH]c(=O)[nH]c5c4)cc3)CC2)c1C	-5	-1
C/C(Cl)=C\Cn1c(Nc2ccc(C)cc2)nc2c1c(=O)n(C)c(=O)n2C	39	-19
CCS(=O)(=O)c1ccc2c(c1)N(S(=O)(=O)c1ccc(Cl)cc1)CC(C(=O)O)O2 (stereo not given)	19	-3
O=C(O)c1cc(-n2nnnc2SCc2ccccc2F)ccc1Cl	-14	-1
O=C(O/N=C1\CCS(=O)(=O)c2sccc21)c1c(F)cccc1F	4	-2
CC(C)(Oc1ccc(Cl)cc1)C(=O)NCC(c1ccco1)N1CCCCC1 (stereo not given)	-23	4

Record cards, as listed above.
`CSc1nnc2c(n1)OC(c1cccn1C)N(C(C)=O)c1ccccc1-2` (stereo not given) as listed: H9c2 TAG inh = 4; H9c2 TAG inh DAPI viability = -1
`CCOc1ccc(S(=O)(=O)N(CCO)CCO)cc1-c1nc2c(C(C)(C)C)nn(C)c2c(=O)[nH]1` as listed: H9c2 TAG inh = 5; H9c2 TAG inh DAPI viability = 4
`CCn1c(CNC(=O)C23CC4CC(CC(C4)C2)C3)nnc1SC` as listed: H9c2 TAG inh = 2; H9c2 TAG inh DAPI viability = -7

Continuation:
SMILES	H9c2 TAG inh	H9c2 TAG inh DAPI viability
CCCNc1nc(N)nc(-c2cc(Cl)ccc2OC)n1	3	-2
c1ccc(Cn2nnc(-c3ccccc3)n2)cc1	-11	4
COCCCN1CN=C(Nc2nc3ccccc3o2)NC1	6	6
O=C1CSc2cc(Cl)ccc2N1	5	3
COc1ccc2c(c1OC)C(=O)N1c3ccccc3COC21 (stereo not given)	3	9
CCOCCCNC(=O)/C(C#N)=C/c1cc(C)c(O)c(C)c1	-9	6
CC(OC(=O)Cn1[nH]c(=O)c2ccccc2c1=O)C(=O)Nc1ccc(Cl)cn1 (stereo not given)	-5	-3
Cc1ccccc1NC(=O)COC(=O)c1ccc2c(c1)C(=O)N(CCCN1CCOCC1)C2=O	-1	4
O=C(Nn1c(-c2ccncc2)nc2ccccc2c1=O)c1ccc(Br)cc1	0	1
COc1ccc(NC(=S)NNc2ccc(S(=O)(=O)Nc3ccccc3C(=O)O)cc2[N+](=O)[O-])cc1	-4	6
Cc1cccc2cc(CN(Cc3cccnc3)C(=S)NCCCN(C)C)c(=O)[nH]c12	10	1
Cc1ccc(Nc2ccccc2N)cc1	21	6
COc1ccccc1C(c1nnnn1Cc1ccccc1)N1CCC(C(N)=O)CC1 (stereo not given)	-3	0
Cc1cc(-c2ccc(/C=N/n3cnnc3)o2)c([N+](=O)[O-])cc1C	6	-8
C=CCSC1=C(C#N)C(c2ccc(C(C)C)cc2)CC(=O)N1 (stereo not given)	7	-2
CC(C)OCCCNC(=O)C(NC(=O)c1ccc(Cl)cc1)C(C)C (stereo not given)	1	3
CN(C)/C=C/C(=O)c1ccc(Cl)s1	-1	2
CCOc1cccc(/C(O)=C2/C(=O)C(=O)N(CCOC)C2c2ccc(C)o2)c1 (stereo not given)	-3	-1
CC1=NN(c2ccccc2)C(=O)C1C=Nc1ccccc1O (stereo not given)	35	-23
CCOC(=O)c1cc2c(C)n(-c3ccc(OCC)cc3)c(C)c2cc(C(=O)OCC)c1=O	9	-1
O=C(O)C1Cc2ccccc2CN1C(=O)COc1ccc(Cl)cc1 (stereo not given)	-4	0
CCCCCc1cc(=O)oc2c(C(CCN3CCCC(C)C3)c3ccc(OC)cc3)c(OC)cc(OC)c12 (stereo not given)	96*	19*
O=C1C=C(c2cc(Cl)cc(Cl)c2)C[C@@H](c2ccc(F)cc2)C1	6	10
CC(C)(C)c1ccc(/C=C(\C#N)C(=O)NCCN2CCOCC2)cc1	-14	2
COCOc1cccc(CN2CCC2(C)C(=O)NCCNC(C)=O)c1 (stereo not given)	-3	15
O=C(c1ccncc1)N1CCN(c2ccc(F)cc2)CC1	0	14
CC[C@]12c3[nH]c4ccc(OC)cc4c3CCN1C(=O)C(CC(=O)NCCCOC)C[C@@H]2C(=O)N1CCN(C(=O)C2CC2)CC1 (stereo not given in full)	-12	-1
COc1cc2[nH]c(=S)nc(NCCc3ccc(S(N)(=O)=O)cc3)c2cc1OC	-6	2
COc1ccccc1NC(=O)N(C)C[C@@H]1OCc2cnnn2CCCC(=O)N([C@H](C)CO)C[C@@H]1C	0	-4
O=C(N/N=C/c1ccc(OC(F)F)cc1)c1ccc(CSc2nc3ccccc3[nH]2)cc1	4	-7
CCOC(=O)c1c(NC(=O)CN2C(=O)CN(C)C2=O)sc(C)c1C	8	-3
CCCOc1ccc(C(=O)C(CN2CCOCC2)c2ccccc2)cc1 (stereo not given)	12	3
